Source: PubChem BioAssay
Rin1-Abl PPI inh: human Rin1-Abl interaction inhibition; P00519+Q13671; TR-FRET Rin1/Abl binding, biochemical; inhibition, % at 7.35 µM; actives 0.4% (n = 360,000); in the data active means inhibition above about 5%, passing the limit was not always enough
FAS-TE inh: inhibitors of human fatty acid synthase thioesterase domain; P49327; recombinant FAS-TE, OMFH fluorogenic substrate, fluorescence endpoint; inhibition, % at 15 µM; actives 0.67% (n = 360,000); AID 602261;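 active means compounds whose normalised, plate-corrected inhibition of enzyme fluorescence in the single-dose primary screen is 50% or more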;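 further: 0% = DMSO with enzyme and 100% = substrate without enzyme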
Neddyl block: cullin neddylation inhibition | P61081+Q13564 | TR-FRET cullin neddylation, biochemical | calls only at 25 µM | actives 0.58% (n = 360,000) | AID 651699; in the data active means inhibition above about 36%
Target sequence (P61081 whole entry, looked up): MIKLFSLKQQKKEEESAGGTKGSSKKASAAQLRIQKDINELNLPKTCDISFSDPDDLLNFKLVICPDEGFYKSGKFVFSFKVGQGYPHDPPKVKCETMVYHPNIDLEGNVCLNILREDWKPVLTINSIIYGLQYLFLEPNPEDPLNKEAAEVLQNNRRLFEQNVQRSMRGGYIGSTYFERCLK
Target sequence (Q13564 whole entry, looked up): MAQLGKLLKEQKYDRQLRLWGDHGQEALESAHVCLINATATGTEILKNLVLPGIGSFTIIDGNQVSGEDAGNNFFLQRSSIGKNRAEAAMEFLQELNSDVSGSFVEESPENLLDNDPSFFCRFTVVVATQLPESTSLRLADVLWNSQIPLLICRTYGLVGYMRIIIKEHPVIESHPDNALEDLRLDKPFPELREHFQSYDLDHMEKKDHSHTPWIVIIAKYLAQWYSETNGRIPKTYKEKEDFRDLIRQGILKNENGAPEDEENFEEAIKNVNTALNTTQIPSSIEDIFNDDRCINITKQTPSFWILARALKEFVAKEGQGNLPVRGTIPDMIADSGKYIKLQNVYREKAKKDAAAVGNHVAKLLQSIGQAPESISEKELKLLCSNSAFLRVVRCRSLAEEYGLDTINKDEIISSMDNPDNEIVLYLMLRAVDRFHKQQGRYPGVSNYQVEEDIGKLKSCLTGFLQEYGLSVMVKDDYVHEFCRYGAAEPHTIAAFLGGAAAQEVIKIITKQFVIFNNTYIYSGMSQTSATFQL
PABP1 MLLE inh: inhibitors of microRNA-mediated deadenylation, human PABP1 MLLE binding; P11940; GST-MLLE / FITC-PAM2 fluorescence polarization; inhibition, % at 20 µM; actives 0.36% (n = 360,000); AID 588489; in the data active means inhibition above about 35%, passing the limit was not always enough;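 further: plate controls were DMSO wells with GST-MLLE for no effect and wells lacking GST-MLLE protein for full effect; some results filed as inactive read as strong as hits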
MT1-MMP act inh: inhibitors of human MT1-MMP activation; P50281; HT1080 RFP-PRO-GFP cells, GFP/RFP ratio fluorescence, overnight; percent of plate control window, DMSO zero; GFP/RFP ratio change, % at 20 µM; actives 0.061% (n = 360,000); AID 651647;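 active means GFP/RFP ratio change of at least 30% with cell ATP level not reduced by more than half and red fluorescence within 50% of control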; further: strong numbers were not always called active
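Material – HT1080 RFP-PRO-GFP cells · Control set – DMSO wells and RFP-L50D-GFP cells · Incubation – overnight cell settling, then overnight compound exposure, 37 °C, 5% CO2 · Compound dosing – single-point 20 µM compound, 1% DMSO · Read-out – GFP/RFP fluorescence ratio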
SKN-1 inh: C. elegans SKN-1 inhibition. actives 0.49% (n = 360,000). AID 624304. inhibition, % at 21.8 µM. C. elegans VP596 Pgst-4::GFP/RFP ratio, acrylamide-induced, 24 h;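 active means interference check ratio from 0.5 to 1.5 plus GFP to RFP signal ratio inhibition reaching or exceeding a fixed threshold, cut at about 30% in these data, passing the limit was not always enough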; further: some compounds called inactive have numbers as strong as hits
Rpn11 block: Rpn11 (human) deubiquitinase inhibition | calls only at 20 µM | actives 0.59% (n = 360,000) | human 26S proteasome, Ub4-pepOG fluorescence polarization; 20S core pre-blocked with epoxomicin;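 active means inhibition at 20 µM, scaled to each plate's controls, above about 33%, limit read from the data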
Target sequence (O00487 whole entry, looked up): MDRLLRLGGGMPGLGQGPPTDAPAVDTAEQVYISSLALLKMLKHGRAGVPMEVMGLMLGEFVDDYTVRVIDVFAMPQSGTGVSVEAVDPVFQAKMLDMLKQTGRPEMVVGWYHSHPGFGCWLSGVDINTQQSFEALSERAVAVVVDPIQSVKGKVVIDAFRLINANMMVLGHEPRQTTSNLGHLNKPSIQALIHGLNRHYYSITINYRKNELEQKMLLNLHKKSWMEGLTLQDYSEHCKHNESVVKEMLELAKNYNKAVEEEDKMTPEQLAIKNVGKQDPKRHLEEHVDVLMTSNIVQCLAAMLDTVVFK
CSN inh: inhibitors of human CSN-mediated cullin deneddylation; Q92905; Purified CSN, SCF-Nedd8-OG deneddylation, fluorescence polarization; inhibition, % at 12.5 µM; actives 0.38% (n = 360,000); AID 651999;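 active means pattern-corrected inhibition above about 35%, with an unprinted fluorescence ratio check between 0.5 and 1.5, limit read from the data, passing the limit was not always enough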;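 further: 0% = enzyme with substrate and 100% = substrate without enzyme; some results filed as inactive read as strong as hits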
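Test system: Human Csn5 produced in HEK293T cells | Compound: 12.5 µM single point | Times: 90 min, room temperature | Signal: Fluorescence polarization readout | Read-out basis: % inhibition of substrate cleavage by Csn5 | Controls: no-enzyme wells high, enzyme-with-substrate wells low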
NadD block: inhibitors of Staphylococcus aureus NadD | purified NadD enzyme, colorimetric absorbance read-out | inhibition, % at 20 µM | actives 0.78% (n = 360,000); in the data active means inhibition above about 26%; further: some compounds past the cut are filed as inactive
* = called active by the depositor; i = inactive; . = not tested or not shown; + = active, no number.

SMILES | Rin1-Abl PPI inh | FAS-TE inh | Neddyl block | PABP1 MLLE inh | MT1-MMP act inh | SKN-1 inh | Rpn11 block | CSN inh | NadD block
COc1ccc(OC)c(S(=O)(=O)N2CCCC(C(=O)N3CCOCC3)C2)c1 (centres undefined) | 2 | -2 | i | 15 | 5 | 1 | i | -2 | -4
COc1ccc(OC)c(/C=N/N2CCN(c3ccc(Cl)cc3)CC2)c1 | -3 | 0 | i | 18 | 6 | 19 | i | 2 | 10
Clc1cccc2c1Sc1ccccc1CC2N1CCNCC1 (centres undefined) | 0 | -22 | i | -5 | -13 | 9 | i | -1 | -8
CC(C)OP(C)(=O)CN1CCN(CP(C)(=O)OC(C)C)CC1 (centres undefined) | 0 | -9 | i | -18 | -1 | 2 | i | -2 | -1
O=C(Oc1cccc2ccccc12)c1ccco1 | -5 | 7 | i | 3 | 5 | -5 | i | 4 | -7
CN(CCO)c1ccc(C=NNc2ccc([N+](=O)[O-])cc2S(=O)(=O)Nc2ccccc2C(=O)O)cc1 | -2 | 34 | i | -135 | 14 | 18 | + | 24 | 17
N=c1ccccn1CC(O)COc1ccccc1 (centres undefined) | -2 | 4 | i | -3 | -2 | -1 | i | 9 | -1
Cc1nc(NC(=O)CCc2ccccc2)sc1C | -1 | -2 | i | 22 | 3 | 11 | i | 6 | 3
O=C(COC(=O)Cc1ccc(Cl)cc1)NCc1ccco1 | 7 | -7 | i | -3 | 0 | 4 | i | 20 | -2
N#CCC(=O)N/N=C/c1cc(Br)ccc1OCc1cccc2ccccc12 | -3 | 9 | i | 2 | -4 | 10 | i | 3 | 26*
Clc1cccc(Cl)c1CSc1nnc2ccccn12 | 0 | -9 | i | -105 | 1 | 13 | i | -3 | -5
COC(=O)c1cn(NC(=O)c2ccncc2)c(=O)c2ccccc12 | -3 | -10 | i | 6 | 3 | -1 | i | -3 | 2
COc1ccc(OC)c(C2SCCN2S(=O)(=O)c2cccc(C(F)(F)F)c2)c1 (centres undefined) | 4 | 27 | i | 0 | -6 | 8 | i | -3 | 5
Cc1ccc(N2CCN(C(C(=O)Nc3c(C)cccc3C)c3cccc(F)c3)CC2)cc1 (centres undefined) | . | . | i | . | -3 | 9 | . | -1 | .
Cn1nnc(NCc2cc(Br)ccc2OCc2cccs2)n1 | 0 | 2 | i | 0 | 6 | 3 | i | 1 | -1
O=C(Nc1cccnc1Cl)c1cc2c(s1)-c1ccccc1OC2 | -3 | 0 | . | -1 | -3 | 9 | i | 8 | -5
CCC(=O)NC(=S)Nc1ccc(NC(=O)c2ccc([N+](=O)[O-])cc2)cc1 | -5 | 0 | i | 13 | 6 | 0 | i | -1 | 1
Cc1nnc(NC(=O)CSc2nnc(CC(=O)Nc3ccccc3F)n2C)s1 | 1 | -4 | i | -5 | -1 | 0 | i | -3 | -2
CCNc1nc(-c2cc3ccccc3o2)cs1 | 1 | 2 | i | 7 | -5 | 6 | i | 8 | 6
CCOC(=O)C(O)(CC(=O)c1ccc(OC)cc1)C(F)(F)F (centres undefined) | 0 | -2 | i | -14 | -7 | -1 | i | -3 | -6
CC1(C)O[C@@H]2C[C@H]3[C@@H]4CCC5=CC(=O)C=C[C@]5(C)[C@@]4(F)[C@@H](O)C[C@]3(C)[C@]2(C(=O)CO)O1 | -1 | -3 | i | 6 | -2 | -11 | i | 3 | -7
Cc1ccc(C)c(NC(=O)CCN2CCCCC2)c1 | 1 | -4 | i | -14 | 1 | -1 | i | 2 | 8
Clc1cc2nc(-c3cccnc3Cl)[nH]c2cc1Cl | 3 | 4 | i | 9 | 2 | 3 | i | 5 | -4
Cc1ccc(NC(=O)CSc2nnc(-c3ccoc3C)n2CCCN(C)C)cc1Cl | 1 | 1 | i | -4 | 3 | 8 | i | -1 | -6
CCC(C)[C@H](NC(=O)Nc1ccc2c(c1)OCCO2)C(=O)O (some centres undefined) | 0 | -5 | i | -11 | 0 | 7 | i | -5 | 0
CCN(CC)C(=O)CSc1nc(C)cc(-c2cccs2)c1C#N | -4 | 0 | i | -25 | -16 | 18 | i | -2 | -2
CC(=O)c1cc(F)c(N2CCN(C(=O)COc3ccccc3F)CC2)cc1C | -2 | 1 | i | -3 | -3 | 1 | i | -5 | 4
COc1cccc(-n2nnc3c(=O)n(CC(=O)N4CCC(C)CC4)cnc32)c1 | 2 | -9 | i | 2 | 3 | -9 | i | 0 | -5
CCCCc1cc(=O)oc2cc(C)c(CN3CCCC3)c(O)c12 | -5 | 9 | i | -38 | -12 | -4 | i | 33 | 14
Cc1ccc(-n2nc3c(c2NC(=O)c2ccc4c(c2)OCO4)CS(=O)(=O)C3)c(C)c1 | -1 | 0 | i | 0 | 2 | 15 | i | 0 | -2
Cc1ccc(OCC(=O)Nc2ccc(N3CCN(S(C)(=O)=O)CC3)cc2)cc1C | 1 | -10 | i | -8 | 4 | 2 | i | 8 | 5
Cc1ccc2c(c1C)NC(=O)CC(c1ccccc1O)=N2 | 0 | 0 | i | -18 | 1 | -15 | i | 0 | 14
CC(C)CC1C(=O)N(Cc2cn(CCC3OCCO3)nn2)CCS(=O)(=O)N1Cc1ccc(-c2ccc(F)nc2)cc1 (centres undefined) | -1 | 0 | i | 0 | -4 | -15 | i | 1 | 5
CSc1nnc(C)c(=O)n1COC(=O)c1cc(Cl)ccc1[N+](=O)[O-] | -2 | 0 | i | 24 | -4 | -1 | i | -1 | -5
CCCCSc1cnn(-c2ccccc2)c(=O)c1SCCCC | -3 | 21 | i | -6 | -7 | -6 | i | -5 | 2
COC(=O)/C=C1\C(=O)N(c2nc3ccccc3s2)C(=S)N1c1ccc(F)cc1 | 3 | -2 | i | -34 | -30 | -35 | i | 3 | -4

Continued; the last two above are carried over.
SMILES | Rin1-Abl PPI inh | FAS-TE inh | Neddyl block | PABP1 MLLE inh | MT1-MMP act inh | SKN-1 inh | Rpn11 block | CSN inh | NadD block
CCCCSc1cnn(-c2ccccc2)c(=O)c1SCCCC | -3 | 21 | i | -6 | -7 | -6 | i | -5 | 2
COC(=O)/C=C1\C(=O)N(c2nc3ccccc3s2)C(=S)N1c1ccc(F)cc1 | 3 | -2 | i | -34 | -30 | -35 | i | 3 | -4
CCCCCNC(=O)C(c1ccncc1)n1c(=O)c(-c2cc3ccccc3[nH]2)nc2ccccc21 (centres undefined) | . | . | . | . | -8 | 18 | . | 8 | .
O=C(COc1ccccc1[N+](=O)[O-])Nc1ccc2oc(=O)ccc2c1 | 2 | -4 | i | 5 | -1 | -7 | i | -3 | -5
CC(=O)c1ccc(Cl)c(Cl)c1Cl | 4 | 2 | i | 15 | 0 | 4 | i | 0 | 8
C=C(C)Cn1c(SCC(=O)N/N=C/c2ccccc2OCC(=O)O)nnc1-c1ccc(Br)cc1 | -3 | -2 | i | -31 | 3 | 17 | i | 3 | 4
Cc1[nH]c2ccc(OC(F)(F)F)cc2c1CCN1C(=O)c2ccc(C(=O)O)cc2C1=O | 0 | 11 | i | -11 | 2 | 5 | i | 4 | -2
CCn1c(CNC(=O)c2cccc(C)c2)nc2ccccc21 | 1 | -6 | i | -14 | 4 | 7 | i | 0 | -1
Cc1ccc2sc(C)[n+](CCC(C)S(=O)(=O)[O-])c2c1 (centres undefined) | 0 | -11 | i | 41* | 3 | -7 | i | -2 | 2
OC[C@@H]1CN(CCN2CCOCC2)C[C@H](n2cnc3c(NC4CCCC4)ncnc32)O1 | 3 | -8 | i | 10 | 1 | -1 | i | -1 | 1
Clc1ccc(OCc2cnc(Cl)s2)cc1 | 4 | 3 | i | 1 | 2 | 61* | i | -4 | -9
CN(C)C1=NC[C@H](Cc2ccccc2)N1CC1CCC(C(C)(C)C)CC1 (some centres undefined) | 3 | -82 | i | -8 | 5 | 6 | i | -3 | -5
O=c1c2[nH]c3ccc(F)cc3c2ncn1CCN1CCN(Cc2ccccc2)CC1 | -1 | -4 | i | -9 | 6 | 6 | i | 1 | -7
O=C1CCCc2nc3c(cc21)C(O)Oc1ccccc1-3 (centres undefined) | 5 | -2 | . | 2 | -2 | -1 | i | 3 | 1

Molecules listed so far containing a cyano group:
SMILES | Rin1-Abl PPI inh | FAS-TE inh | Neddyl block | PABP1 MLLE inh | MT1-MMP act inh | SKN-1 inh | Rpn11 block | CSN inh | NadD block
N#CCC(=O)N/N=C/c1cc(Br)ccc1OCc1cccc2ccccc12 | -3 | 9 | i | 2 | -4 | 10 | i | 3 | 26*
CCN(CC)C(=O)CSc1nc(C)cc(-c2cccs2)c1C#N | -4 | 0 | i | -25 | -16 | 18 | i | -2 | -2

Other structures follow:
SMILES | Rin1-Abl PPI inh | FAS-TE inh | Neddyl block | PABP1 MLLE inh | MT1-MMP act inh | SKN-1 inh | Rpn11 block | CSN inh | NadD block
Cc1cc(C)nc(SCCn2c(N3CC(C)OC(C)C3)nc3c2c(=O)n(C)c(=O)n3C)n1 (centres undefined) | -3 | -5 | i | 0 | 1 | 0 | i | -9 | 0
CC1(C(=O)NS(=O)(=O)c2cccc(OC(F)F)c2)CCN1C(=O)Cc1ccsc1 (centres undefined) | 3 | -10 | i | 3 | -2 | 0 | i | -1 | -6
N#Cc1cnn(-c2nc(SCc3ccccc3)nc3sc4c(c23)CCCC4)c1N | -2 | 24 | i | -12 | -6 | 5 | i | 5 | 11
CCS(=O)(=O)c1ncc(Cl)c(C(=O)Nc2ccc(C)cc2)n1 | 0 | 23 | i | 27 | 3 | -7 | i | -2 | -4
CN(C)S(=O)(=O)c1ccc2c(c1)nc(CCC(=O)NCc1ccc(Cl)cc1)n2C | 1 | -5 | i | -5 | . | -7 | i | -9 | 0
CCOC(=O)[C@H]1[C@H]2COc3cc(OC)ccc3[C@@H]2N2C(=O)c3cc(OC)ccc3NC(=O)[C@@]12C | -1 | -2 | i | -8 | -3 | 20 | i | -3 | -3
Cc1noc(C)c1S(=O)(=O)NC(=O)C1(C)CCN1C(=O)c1ccc(C2CCCCC2)cc1 (centres undefined) | -2 | -5 | i | 7 | -4 | 9 | i | -1 | 0
Cc1ccccc1NCC(=O)N=Nc1c(O)[nH]c2ccc([N+](=O)[O-])cc12 | -5 | 8 | i | 0 | -1 | 4 | i | -1 | 21
Cc1cccc(C)c1NC(=O)CNC(=O)c1cccc(S(=O)(=O)NCc2cccs2)c1 | 0 | -4 | i | 10 | 2 | 9 | i | -1 | -1
COc1ccccc1NC(=O)CN(c1ccccc1OC)S(=O)(=O)c1ccccc1 | -1 | 20 | i | 8 | -1 | 2 | i | 1 | -5
COc1ccc(-c2cc(C(F)F)n3ncc(C(=O)N4CCCc5ccccc54)c3n2)cc1 | 0 | -1 | i | -8 | -1 | 3 | i | 12 | -2
COc1ccc2ccccc2c1CN1CCSCC1 | -1 | -1 | i | -10 | 2 | 13 | i | 1 | -5
O=C(Nc1ncc(Cc2cccc(Cl)c2Cl)s1)C1CCCO1 (centres undefined) | 0 | 15 | i | 8 | -12 | 3 | i | -1 | 0
Cc1ccccc1-c1nc(CS(=O)(=O)CC(=O)NCCc2ccccc2)c(C)o1 | 3 | 13 | i | 13 | 0 | 4 | i | 2 | -11
CN(C)C(=O)COC(=O)c1cccc(S(=O)(=O)N2CC3(C)CC2CC(C)(C)C3)c1 (centres undefined) | 1 | 3 | i | 10 | 3 | -5 | i | -1 | -7
COc1ccc(C(=O)c2[nH]c(N)c(C(=O)NCCc3c[nH]c4ccccc34)c2-c2ccc(OC)c(OC)c2)cc1 | . | 7 | i | . | -4 | 12 | . | -3 | 6
CCn1c(COc2cccc(OC)c2)nnc1SCC(=O)Nc1ccccc1C(=O)OC | -3 | -3 | i | -9 | 4 | 6 | i | -2 | 7
